Rpn11 block: inhibitors of human proteasome Rpn11 | O00487 | actives 0.59% (n = 360,000) | human 26S proteasome, Ub4-pepOG fluorescence polarization; 20S core pre-blocked with epoxomicin | calls only at 20 µM;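 active = inhibition at 20 µM, scaled to each plate's controls, above about 33%, limit read from the data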
Target sequence (O00487 whole entry, looked up): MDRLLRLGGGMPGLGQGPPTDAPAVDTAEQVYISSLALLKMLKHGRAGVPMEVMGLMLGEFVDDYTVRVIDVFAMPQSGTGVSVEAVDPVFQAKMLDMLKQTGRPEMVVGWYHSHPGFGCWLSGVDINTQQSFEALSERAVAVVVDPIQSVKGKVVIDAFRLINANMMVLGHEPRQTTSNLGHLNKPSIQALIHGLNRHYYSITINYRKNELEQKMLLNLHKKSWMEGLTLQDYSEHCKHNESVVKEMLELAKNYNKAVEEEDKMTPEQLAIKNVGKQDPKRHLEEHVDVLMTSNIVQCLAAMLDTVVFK
NRP1-CendR mod: modulators of CendR peptide binding to human neuropilin-1 | actives 0.85% (n = 360,000) | FAM-RPARPAR peptide binding to NRP-1, fluorescence polarization | AID 602438 | inhibition, % at 25 µM;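 active = inhibition or corrected inhibition above about 18%, plus a signal ratio from 0.5 to 1.5, limit read from the data, passing the limit was not always enough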; also: strong numbers were not always called active
DNMT1 block: DNMT1 (human) enzyme inhibition; P26358; DNMT1 molecular beacon, Hinp1I cleavage, fluorescence; inhibition (reported as % activation of signal), % at 10 µM; actives 0.83% (n = 360,000); AID 588458; in the data active = inhibition above about 50%
SKN-1 inh: inhibitors of C. elegans SKN-1 | C. elegans VP596 Pgst-4::GFP/RFP ratio, acrylamide-induced, 24 h | inhibition, % at 21.8 µM | actives 0.49% (n = 360,000) | AID 624304;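 active = interference check ratio from 0.5 to 1.5 plus GFP to RFP signal ratio inhibition reaching or exceeding a fixed threshold, cut at about 30% in these data, passing the limit was not always enough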; also: some compounds called inactive have numbers as strong as hits
STEP block: blocks human striatal-enriched tyrosine phosphatase | P54829 | recombinant STEP, OMFP fluorogenic substrate, fluorescence | inhibition, % at 20 µM | actives 0.25% (n = 360,000);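 active = inhibition at 20 µM, scaled per plate between control wells, above about 37%, limit read from the data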;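 also: 0% = DMSO with enzyme and substrate and 100% = substrate only without enzyme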
Target sequence (P54829 whole entry, looked up): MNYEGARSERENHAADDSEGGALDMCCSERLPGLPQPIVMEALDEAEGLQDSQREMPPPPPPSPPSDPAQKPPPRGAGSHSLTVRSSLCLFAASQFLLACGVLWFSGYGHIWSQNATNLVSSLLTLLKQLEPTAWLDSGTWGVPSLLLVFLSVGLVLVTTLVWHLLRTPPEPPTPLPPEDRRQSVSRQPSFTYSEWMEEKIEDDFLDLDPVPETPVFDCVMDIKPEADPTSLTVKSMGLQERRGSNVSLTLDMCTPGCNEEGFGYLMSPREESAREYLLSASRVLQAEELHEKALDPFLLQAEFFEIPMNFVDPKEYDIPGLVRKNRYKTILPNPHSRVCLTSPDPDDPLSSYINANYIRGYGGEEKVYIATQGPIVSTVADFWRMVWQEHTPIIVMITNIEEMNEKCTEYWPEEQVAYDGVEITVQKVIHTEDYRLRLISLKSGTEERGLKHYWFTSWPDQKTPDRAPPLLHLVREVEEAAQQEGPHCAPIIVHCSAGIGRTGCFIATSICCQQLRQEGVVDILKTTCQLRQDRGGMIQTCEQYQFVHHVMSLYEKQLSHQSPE
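System: isolated STEP enzyme; schedule: 20 min enzyme reaction at room temperature, protected from light; medium: Bis-Tris buffer pH 6.0, 2.5 mM DTT, 0.005% Tween 20; signal: fluorescence, 480/540 nm; dosing: single compound dose of 20 µM, 1% DMSO final; also added: OMFP substrate, 25 µM final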
NadD block: blocks S. aureus nicotinate mononucleotide adenylyltransferase; purified NadD enzyme, colorimetric absorbance read-out; inhibition, % at 20 µM; actives 0.78% (n = 360,000); AID 602399; in the data active = inhibition above about 26%; also: some compounds past the cut are filed as inactive
LMPTP inh: LMPTP (human) inhibition; P24666; actives 0.22% (n = 360,000); AID 651560; inhibition, % at 20 µM; recombinant LMPTP-A, OMFP fluorogenic substrate, fluorescence intensity;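 active = compounds that cut the enzyme signal by at least half of the control window in the single-dose screen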;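 also: plate controls were DMSO wells with enzyme plus substrate for no effect and substrate without enzyme for full effect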
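material = LMPTP-A | quantity = 0.625 nM enzyme | reagent = OMFP substrate, 400 µM final | buffer or medium = Bis-Tris pH 6.0, DTT, detergent | detection = endpoint fluorescence intensity from OMFP dephosphorylation | dosing = single 20 µM dose | read-out basis = % inhibition relative to no-enzyme and uninhibited control wells | control set = no-enzyme and uninhibited controls | timing = 50 min at room temperature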
MT1-MMP act inh: MT1-MMP (human) activation inhibition. P50281. HT1080 RFP-PRO-GFP cells, GFP/RFP ratio fluorescence, overnight; percent of plate control window, DMSO zero. GFP/RFP ratio change, % at 20 µM. actives 0.061% (n = 360,000);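 active = GFP/RFP ratio change of at least 30% with cell ATP level not reduced by more than half and red fluorescence within 50% of control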; also: strong numbers were not always called active
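Test system: HT1080 RFP-PRO-GFP cells; Benchmarks: DMSO and RFP-L50D-GFP cell wells; Timing: cells overnight before dosing, compound overnight, 37 °C, 5% CO2; Compound: one 20 µM compound dose with 1% DMSO; Read-out: GFP/RFP fluorescence ratio.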
Scp-1 inhibitor: blocks human Scp-1 phosphatase activity | Recombinant Scp1, phosphopeptide, malachite green phosphate absorbance | Q9GZU7 | actives 0.88% (n = 340,000) | inhibition, % at 20 µM;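 active = inhibition above about 50% at 20 µM, limit read from the data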;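 also: plate controls were DMSO wells with enzyme for no effect and wells lacking enzyme for full effect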
Target sequence (Q9GZU7 76-261 limits assumed): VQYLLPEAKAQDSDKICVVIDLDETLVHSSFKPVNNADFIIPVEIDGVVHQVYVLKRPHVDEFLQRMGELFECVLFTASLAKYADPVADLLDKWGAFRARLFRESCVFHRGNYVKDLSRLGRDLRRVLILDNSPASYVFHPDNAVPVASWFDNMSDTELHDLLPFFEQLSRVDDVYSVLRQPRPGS
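assay system = SCP-1 phosphatase catalytic domain, residues 76-261 | buffer or medium = 50 mM Tris acetate pH 5.5, 0.005% Tween-20, 10 mM MgCl2 | incubation = enzyme reaction 45 min at room temperature, colour 5 min, stabilisation 30 min | signal = Phosphate-binding colour reagent, absorbance read at 630 nm | measure = % inhibition at 20 µM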
SUMO1-SIM PPI: modulators of human SUMO1-mediated protein-protein interactions; SUMO1 binding to a labelled peptide, TR-FRET, 1 h; AID 602429; actives 0.33% (n = 360,000); inhibition, % at 20 µM; in the data active = inhibition above about 37%
Active calls of the source: *; i = inactive; / = no result given; & = joins results of further samples.

Rpn11 block,NRP1-CendR mod,DNMT1 block,SKN-1 inh,STEP block,NadD block,LMPTP inh,MT1-MMP act inh,Scp-1 inhibitor,SUMO1-SIM PPI,Compound
i,3,-23,7,4,1,0.1,1,-7,1,Cc1ccc(C(=O)N/N=C/c2ccc(-c3ccccc3[N+](=O)[O-])o2)cn1
i,-3,0,-1,1,-6,1.6,2,-16,1,COc1cc2[nH]c(=O)n(CCC(=O)NCCCN3CCN(c4ccccc4F)CC3)c(=O)c2cc1OC
i,-67,3,18,-6,4,-0.2,-11,-9,-4,COc1cccc(CNC(=O)C2CSC3(C)CCC(=O)N23)c1 (configuration not stated)
i,5,-3,10,-2,-4,2.1,-2,-3,4,COC(=O)c1ccc(Oc2ccc(S(=O)(=O)N3CCCCC3)cc2N)cc1
i,0,-4,-3,0,7,3.6,-7,-3,5,CC1CCCCN1CCNC(=O)C1CCN(S(=O)(=O)c2cccc3cccnc23)CC1 (configuration not stated)
i,7,0,-15,-1,-4,-1.3,2,-8,3,COc1ccc(Cc2nnc(NCCO)[nH]c2=O)cc1
i,-2&0,-6&4,-7&8,3&0,-5&9,-2.7&-4.4,5&-5,3&-8,2&0,COC(=O)Nc1ccc2c(c1)N(C(=O)CCN1CCN3CCCC3C1)c1ccccc1CC2 (configuration not stated)
i,3,-2,13,-1,7,0.0,-3,-3,-3,CCOc1ccc(C(=O)Nc2nncs2)cc1OCC
i,-8,2,5,1,3,-0.7,0,-13,-3,Cn1c(CNc2ccc(F)cc2)nnc1SCC(=O)NNC(=O)Cc1ccccc1
i,3,-4,9,0,-7,-0.4,1,-7,-5,CC(C(=O)NC1CCCCCC1)c1ccc([N+](=O)[O-])cc1 (configuration not stated)
i,-6,0,-18,1,46*,4.2,0,4,13,CC(=O)c1cccc(S(=O)(=O)N2CCCC(c3nc4c(nnn4Cc4cccc(Cl)c4)c(=O)[nH]3)C2)c1 (configuration not stated)
i,-4,0,2,-4,-1,1.6,0,3,-5,Cc1nn(-c2ccccc2)c2c1C(O)CC(C)(C)C2 (configuration not stated)
i,-10,-1,4,1,0,2.0,5,-6,1,CCc1cc2c(=O)c(-c3nc4ccccc4n3C)c(C)oc2c(CN(CC)CC)c1O
i,0,0,-1,0,-7,0.2,0,-3,5,Cc1ccc(NC(=O)CCc2c(C)[nH]c(=O)c(C#N)c2C)cc1
i,5,2,6,-2,1,-1.1,5,-5,-1,CCOc1cc(C(N)=O)cc(OCC)c1OCC
i,5,-5,3,1,-7,-0.7,-7,-3,-40,Cc1ccc2c(c1)[C@@H]1CN(C)CC[C@@H]1N2S(=O)(=O)c1ccc([N+](=O)[O-])cc1
i,-2,0,-6,1,-4,0.8,-1,-10,0,O=C(Nc1cccc(Cl)c1Cl)c1ccccc1OCC(=O)N1CCOCC1
i,-27,-1,3,-1,4,0.9,-1,/,2,CC(C)c1ccc(NC(=O)C2(C)Cc3c(-c4ccc(C(N)=O)cc4)ccnc3O2)cc1 (configuration not stated)
i,1,-4,15,0,-2,0.2,2,/,1,CC1(C(=O)Nc2cccc(NS(C)(=O)=O)c2)CCN1CCc1ccccc1 (configuration not stated)
i,-13,-4,12,1,-13,-0.9,4,-11,-1,CCOC(=O)C1CCN(CC(O)COc2ccc(C(C)(C)CC)cc2)CC1 (configuration not stated)

Brought forward from above: two entries; new compounds follow.
Rpn11 block,NRP1-CendR mod,DNMT1 block,SKN-1 inh,STEP block,NadD block,LMPTP inh,MT1-MMP act inh,Scp-1 inhibitor,SUMO1-SIM PPI,Compound
i,1,-4,15,0,-2,0.2,2,/,1,CC1(C(=O)Nc2cccc(NS(C)(=O)=O)c2)CCN1CCc1ccccc1 (configuration not stated)
i,-13,-4,12,1,-13,-0.9,4,-11,-1,CCOC(=O)C1CCN(CC(O)COc2ccc(C(C)(C)CC)cc2)CC1 (configuration not stated)
i,-1,1,3,-2,3,-0.7,0,6,11,CCc1ccccc1NC(=O)c1ccc(S(=O)(=O)NCC2CCCO2)cc1 (configuration not stated)
i,-7,5,-7,2,-4,-1.4,0,-10,-3,COc1ccc2ccccc2c1CN(C)Cc1ccccc1
i,-4,-7,3,-1,2,-0.1,-3,-13,18,O=C(/C=C/c1ccccc1)NC(NC(=S)Nc1ccc(C(=O)O)cc1)C(Cl)(Cl)Cl (configuration not stated)
i,0,-2,-3,0,-1,-1.6,2,-4,0,O=C(COc1ccc(Cl)cc1Cl)NN=C1CCCCC1
i,1,0,1,0,-3,0.9,0,0,8,COc1ccc(NC(=O)COC(=O)CCc2nc3ccccc3c(=O)[nH]2)cc1Cl
i,3,-2,-1,1,6,1.9,5,-4,1,O=C(NNc1nc2cc3c(cc2s1)OCCO3)c1ccccc1
i,-1,-1,5,-1,3,-1.3,-2,-10,13,Cc1ccc(S(=O)(=O)N2CCN(C(C)C(=O)NCC(C)c3ccccc3)CC2)cc1 (configuration not stated)
i,-3,2,-7,0,-3,-3.3,-4,-2,-3,O=C(c1cccc(F)c1)N1C2C=CC(C2)C1(C(F)(F)F)C(F)(F)F (configuration not stated)
i,-6,0,20,2,0,2.0,-3,-10,-1,CCN(CC)CCNC(=O)c1ccc(NC(=O)Cc2ccsc2)cc1
i,-2,0,24,0,4,0.9,-13,-8,-9,CC(C)Cc1ccc(CN2CCCC(NC(=O)c3cnc4ccccn4c3=O)C2)cc1 (configuration not stated)
i,9,-5,16,1,22*,3.0,-4,-4,2,COC(=O)c1c(NC(=O)c2ccc(C)c(S(=O)(=O)Nc3ccccc3C)c2)sc2c1CCCC2
i,7,3,10,2,10,-1.8,-1,-3,2,COc1ccc(CNC(=O)C/C(C)=N/NC(=O)C23CC4CC(CC(C4)C2)C3)cc1
i,-1,1,1,3,-9,0.8,-14,-2,-7,Cc1ccc(COC(=O)c2nn(C)c(=O)c3ccccc23)cc1
i,3,1,-9,1,-8,3.9,-2,20,4,C=CCC(CC)C(=O)NC(=O)N1CCCc2ccccc21 (configuration not stated)
i,0,-5,4,1,5,0.1,-22,0,-4,CCCCC1=CC2=C(c3ccco3)C(=O)C(C)(OC(=O)c3ccc(OC)cc3)C(=O)C2=CN1CCCN(CC)CC (configuration not stated)
i,17,-3,-4,2,0,-0.2,2,-8,2,Cn1c(=O)oc2cc(S(=O)(=O)N3CCc4ccccc4C3)ccc21
i,6,4,4,3,-8,0.0,1,-8,3,O=c1[nH]nc(SCCS(=O)(=O)c2ccc(F)cc2)n1-c1ccc2c(c1)OCCO2
/,-13,/,1,/,7,1.9,-7,/,0,COc1ccc(Nc2c(CCc3ccccc3)nc3nc(C)cc(C)n23)cc1
i,0,-3,-14,-1,-2,1.8,5,1,-4,CC(C)(C)c1ccc(S(=O)(=O)N2CCN(CC(O)CN3CCOCC3)CC2)cc1 (configuration not stated)
i,0,-1,-7,2,-6,-0.4,0,-2,0,COc1cc(C)c(S(=O)(=O)N2CCCC2)cc1C(C)C

Single records, from the list above:
COc1ccc2ccccc2c1CN(C)Cc1ccccc1 across the screens: Rpn11 block: i; NRP1-CendR mod: -7; DNMT1 block: 5; SKN-1 inh: -7; STEP block: 2; NadD block: -4; LMPTP inh: -1.4; MT1-MMP act inh: 0; Scp-1 inhibitor: -10; SUMO1-SIM PPI: -3
CC(C)(C)c1ccc(S(=O)(=O)N2CCN(CC(O)CN3CCOCC3)CC2)cc1 (configuration not stated) across the screens: Rpn11 block: i; NRP1-CendR mod: 0; DNMT1 block: -3; SKN-1 inh: -14; STEP block: -1; NadD block: -2; LMPTP inh: 1.8; MT1-MMP act inh: 5; Scp-1 inhibitor: 1; SUMO1-SIM PPI: -4

(cont.)
Rpn11 block,NRP1-CendR mod,DNMT1 block,SKN-1 inh,STEP block,NadD block,LMPTP inh,MT1-MMP act inh,Scp-1 inhibitor,SUMO1-SIM PPI,Compound
i,8,3,-9,-1,-6,0.0,0,-6,-1,Cc1noc(C)c1C(=O)N(CC(C)C)c1nc2ccccc2s1
i,-12,2,-16,-3,-4,-4.3,5,0,1,Cc1ccccc1NC(=O)NCCCN1CCN(c2ccccc2)CC1
i,-1,2,-4,-1,-7,-0.6,3,1,0,COC(=O)c1ccc(N2CCN(C)CC2)c(NC(=O)COc2ccc(C)cc2)c1
i,10,-8,-41,3,-1,5.5,1,-13,-1,O=C(c1cn(-c2ccccc2)nc1-c1cccs1)N1CCN(c2ccc(F)cc2)CC1
i,6,0,-11,0,-4,-0.4,0,7,3,O=C(CN1CCCCC1)Nc1ccccc1Oc1ccccc1
i,-1,-1,-21,0,-11,1.5,21,-7,0,CC(C)Nc1nc(NC2CCCC2)nc(N2CCOCC2)n1
/,-5,/,4,/,3,-1.9,-4,/,2,COC(=O)[C@]12CCCCC=C1N(Cc1cccc3ccccc13)C(=O)[C@H](CC(=O)N1CCOCC1)C2
i,-22,-14,23,2,12,4.5,-1,0,5,COc1ccc(C2c3c(ncn(Cc4ccco4)c3=N)Oc3ccc4ccccc4c32)cc1 (configuration not stated)
i,-49,2,59,4,6,3.9,40*,8,-21,Cc1ccc(C(=O)NC(=S)/C=C2\N(C)c3ccccc3C2(C)C)cc1
i,-4,2,-6,4,-4,-1.6,-1,-3,1,CCc1ccccc1N(CC(=O)NC1CCCCC1)C(=O)CCCC(=O)Nc1ccccn1
i,0,1,12,-1,0,-0.7,0,-8,-21,COc1cc(/C=C(\C#N)C(=O)Nc2cccnc2)ccc1OC(C)C
/,-1,/,1,/,-6,-1.2,1,/,2,CCCCn1nnnc1C1(C)CCC(=O)N1Cc1ccc(C)cc1 (configuration not stated)
i,145,133*,-48,-40,27,23,-112,2,-11,CCN(CC)CCCNc1ccc2ncn3c4ccc(O)cc4c(=O)c1c23
i,-11,3,-3,-1,-3,-0.3,-4,-6,-5,O=C(N/N=C/c1cccs1)C1CC(=O)N(c2ccccc2)C1 (configuration not stated)
i,6,-1,-6,-1,-1,-0.6,3,-3,1,Cc1ccc(N2C(=O)CCC(C(=O)O)C2c2cccs2)cc1 (configuration not stated)
i,4,-7,-1,3,-6,2.9,-15,-13,1,O=C(Nc1ccc(Cl)cc1)N(Cc1cccs1)Cc1cccs1
i,-1,3,6,2,-8,0.3,-1,-6,2,O=C(CN1CCOCC1)Nc1ccccc1Sc1ccccc1
i,11,-3,7,0,-5,0.8,-2,-8,-2,O=C(NCCc1ccccc1F)C1CC(=O)N(c2cccc(C(F)(F)F)c2)C1 (configuration not stated)
i,-6,3,5,-1,-1,0.7,-115,1,-6,C#CCN1C(=O)S/C(=C\c2ccc(N3CCOCC3)cc2C)C1=O
i,7,7,7,2,0,3.9,-1,-1,-1,CCCCn1c(N)c(NCCC)c(=O)[nH]c1=O
i,-2,-4,18,-1,-4,0.9,2,-13,0,COC(=O)C1=C(C)N(c2ccc(OC)cc2)C(C)=C(C(=O)OC)C1c1ccc(OC)cc1
